Dicer processing – blocks human Dicer maturation of pre-miR-21; cat-ELCCA pre-miR-21 Dicer processing, chemiluminescence; stronger effect = higher value; z-score at 25 µM; Q9UPY3; 6% of 47,000 active; in the data active = z-score above about 3, passing the limit was not always enough;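 note: plate controls were vehicle for no effect and no enzyme for full effect; higher signal means more uncleaved substrate so more Dicer inhibition; strong numbers were not always called active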
Target sequence (Q9UPY3 whole entry, looked up): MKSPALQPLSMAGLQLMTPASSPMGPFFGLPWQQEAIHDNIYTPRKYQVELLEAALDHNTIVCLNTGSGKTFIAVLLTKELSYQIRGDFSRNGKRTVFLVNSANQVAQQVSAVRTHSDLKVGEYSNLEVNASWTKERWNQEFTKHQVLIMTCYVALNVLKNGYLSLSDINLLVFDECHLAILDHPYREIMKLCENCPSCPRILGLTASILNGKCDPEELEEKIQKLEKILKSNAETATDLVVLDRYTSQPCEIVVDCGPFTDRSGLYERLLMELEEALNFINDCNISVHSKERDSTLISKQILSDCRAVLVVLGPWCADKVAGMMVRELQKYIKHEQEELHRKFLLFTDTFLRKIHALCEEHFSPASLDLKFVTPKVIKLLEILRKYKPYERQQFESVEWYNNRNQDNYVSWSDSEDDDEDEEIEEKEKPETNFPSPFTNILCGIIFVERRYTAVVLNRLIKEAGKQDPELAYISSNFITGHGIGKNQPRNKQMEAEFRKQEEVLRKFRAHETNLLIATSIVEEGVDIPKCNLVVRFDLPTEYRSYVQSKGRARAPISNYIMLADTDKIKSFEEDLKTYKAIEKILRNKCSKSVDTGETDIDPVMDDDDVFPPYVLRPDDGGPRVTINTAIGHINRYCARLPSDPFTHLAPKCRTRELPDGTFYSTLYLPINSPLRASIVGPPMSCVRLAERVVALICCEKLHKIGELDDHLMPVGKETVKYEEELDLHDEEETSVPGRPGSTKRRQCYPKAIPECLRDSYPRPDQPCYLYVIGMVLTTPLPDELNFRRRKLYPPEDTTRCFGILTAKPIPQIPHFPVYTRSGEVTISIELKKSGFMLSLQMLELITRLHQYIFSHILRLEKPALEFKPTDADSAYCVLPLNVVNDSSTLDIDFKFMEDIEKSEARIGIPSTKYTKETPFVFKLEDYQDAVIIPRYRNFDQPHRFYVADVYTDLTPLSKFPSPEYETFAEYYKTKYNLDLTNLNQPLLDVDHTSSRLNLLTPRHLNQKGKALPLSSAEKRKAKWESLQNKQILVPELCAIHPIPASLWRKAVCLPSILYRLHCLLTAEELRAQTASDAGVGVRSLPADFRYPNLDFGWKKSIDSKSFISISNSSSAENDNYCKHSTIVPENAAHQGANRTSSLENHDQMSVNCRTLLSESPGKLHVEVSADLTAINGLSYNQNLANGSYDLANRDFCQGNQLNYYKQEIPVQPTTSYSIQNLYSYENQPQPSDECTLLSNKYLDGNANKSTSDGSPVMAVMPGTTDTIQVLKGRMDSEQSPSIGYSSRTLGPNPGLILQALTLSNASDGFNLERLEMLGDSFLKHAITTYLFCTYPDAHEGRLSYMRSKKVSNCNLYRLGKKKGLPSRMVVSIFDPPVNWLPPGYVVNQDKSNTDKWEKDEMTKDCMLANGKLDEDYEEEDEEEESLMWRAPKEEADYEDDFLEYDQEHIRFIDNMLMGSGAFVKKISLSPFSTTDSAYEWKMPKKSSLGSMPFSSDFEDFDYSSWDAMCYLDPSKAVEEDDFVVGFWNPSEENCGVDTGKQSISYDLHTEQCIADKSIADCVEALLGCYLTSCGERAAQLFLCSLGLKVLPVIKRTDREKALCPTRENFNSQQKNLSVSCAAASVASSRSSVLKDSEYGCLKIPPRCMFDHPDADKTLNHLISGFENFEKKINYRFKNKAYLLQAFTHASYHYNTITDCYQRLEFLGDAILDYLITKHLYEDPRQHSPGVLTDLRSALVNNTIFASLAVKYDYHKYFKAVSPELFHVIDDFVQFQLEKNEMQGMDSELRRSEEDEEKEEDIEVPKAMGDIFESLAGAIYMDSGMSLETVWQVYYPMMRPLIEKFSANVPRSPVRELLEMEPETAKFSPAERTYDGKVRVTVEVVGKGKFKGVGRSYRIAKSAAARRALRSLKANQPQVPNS
The depositor's hits bear a star. This is a subset; count on the stated rates, not on these rows.

canonical_smiles	Dicer processing
O=S(=O)(Nc1ccc(F)c(Cl)c1)c1cc(Br)c(Br)s1	0.26
CNC(=S)NNC(=O)C(CCSC)NC(=O)c1ccc(C(F)(F)F)cc1 (configuration not stated)	-0.5
CC1=C(C)CC2C(=O)N(C(Cc3ccccc3)C(=O)O)C(=O)C2C1 (configuration not stated)	2.5
CCOC(=O)c1c(C)oc(-c2ccc(Cl)cc2)c1S(=O)(=O)NCc1ccccc1	-0.59
O=C(Oc1ccccc1)Oc1ccc2c(c1)oc(=O)c1ccccc12	-0.04
O=C1CC(C(F)(F)F)=NN1c1ccccc1	0.11
CCOC(=O)CSc1nnnn1-c1ccccc1	3.7*
Oc1ccc(-c2nc3ccccc3[nH]2)cc1	0.58
CCCCNC(=O)c1cc(S(=O)(=O)N2CCCCC2)oc1C	0.02
CC(C(=O)NCc1ccco1)n1cc(C(=O)c2ccco2)c2ccccc21 (configuration not stated)	0.25
CC(=O)c1ccc(Oc2ncc([N+](=O)[O-])s2)cc1	-0.7
CCCc1c(C(=O)O)nnn1-c1nonc1N	0.95

For convenience, part of the list above:
canonical_smiles	Dicer processing
Oc1ccc(-c2nc3ccccc3[nH]2)cc1	0.58
CCCCNC(=O)c1cc(S(=O)(=O)N2CCCCC2)oc1C	0.02
CC(C(=O)NCc1ccco1)n1cc(C(=O)c2ccco2)c2ccccc21 (configuration not stated)	0.25
CC(=O)c1ccc(Oc2ncc([N+](=O)[O-])s2)cc1	-0.7
CCCc1c(C(=O)O)nnn1-c1nonc1N	0.95

(further entries)
canonical_smiles	Dicer processing
CSc1ccc(CN2CCN(Cc3ccc4c(c3)OCO4)CC2)cc1	0.83
CC(=O)/C(N=Nc1ccc(F)cc1F)=C(\C)O	-0.98
CCOC(=O)/C(N=Nc1cccc(C)c1)=C(\C)O	-0.18
O=C(NC(=O)c1c(Cl)cccc1Cl)Oc1ccc(F)cc1F	-0.01
COc1cc(Cl)ccc1NC(=O)Cn1cnc([N+](=O)[O-])n1	-0.62
O=C1CC(c2nc3ccccc3[nH]2)CN1c1ccccc1 (configuration not stated)	1.7
CC(C)(C)C(=O)Nc1nc(NC(=O)C(C)(C)C)nc(-c2ccccc2C(F)(F)F)n1	0.27
CCOc1cc(S(=O)(=O)Nc2ccc(Cl)cn2)ccc1F	0.77
Nc1cc(=O)[nH]n1C1CCN(c2ccccc2)CC1	3.2*
COc1ccc(C2=NN(S(=O)(=O)c3ccccc3)C(c3ccc(OC)c(OC)c3)C2)cc1OC (configuration not stated)	-2.2
Cc1c(-c2ccnc(N)n2)cnn1-c1ccccc1	-1.2
COc1cc2cc(C(=O)N3CCN(c4cc(C)nc5ccccc45)CC3)c(=O)oc2cc1OC	2.7
FC(F)(F)c1cccc(Oc2nccnc2-c2noc(-c3cccs3)n2)c1	-1.7
Cc1cc2ccccc2n2c(SCC(=O)N3CCOCC3)nnc12	-0.58
Clc1cccc(Cl)c1CSCc1cc2ccccc2o1	0.72
CC1CN(C(=S)Nc2cccc3ccccc23)CC(C)O1 (configuration not stated)	-1.5
Cn1cnc([N+](=O)[O-])c1Sc1cccs1	-5.6
C#CC1(NC(=O)NC(=O)c2ccccc2Cl)CCCCC1	-0.16
CC12CCC(C1)C(C)(C)C2NS(=O)(=O)c1ccc(C#N)cc1 (configuration not stated)	0.04
C=CCN1C(=O)C2(/C(=C(/O)c3ccc(C)c(F)c3)C(=O)C(=O)N2CCCOC)c2ccccc21 (configuration not stated)	1.6
O=C1CCCC2=C1C(c1ccccc1Cl)Nc1ccc(C(=O)c3ccccc3)cc1N2 (configuration not stated)	1.9
CSc1nnc2c(n1)OC(c1cc3c(cc1Cl)OCO3)N(C(C)=O)c1ccccc1-2 (configuration not stated)	-0.55
Nc1nc2c(ncn2COC(CO)CO)c(=O)[nH]1	0.43
CC(C)OCC(O)Cn1c(NC2CCCCC2)nc2c1c(=O)[nH]c(=O)n2C (configuration not stated)	-1.3

Molecules above with a COOH group, in the order listed:
canonical_smiles	Dicer processing
CC1=C(C)CC2C(=O)N(C(Cc3ccccc3)C(=O)O)C(=O)C2C1 (configuration not stated)	2.5
CCCc1c(C(=O)O)nnn1-c1nonc1N	0.95

Returning to the listing; the 3 compounds before the break are reprinted first.
canonical_smiles	Dicer processing
CSc1nnc2c(n1)OC(c1cc3c(cc1Cl)OCO3)N(C(C)=O)c1ccccc1-2 (configuration not stated)	-0.55
Nc1nc2c(ncn2COC(CO)CO)c(=O)[nH]1	0.43
CC(C)OCC(O)Cn1c(NC2CCCCC2)nc2c1c(=O)[nH]c(=O)n2C (configuration not stated)	-1.3
C=CCOc1ccc(C2Oc3nc(SC)nnc3-c3ccccc3N2C(C)=O)cc1 (configuration not stated)	0.65
CC(=O)NS(=O)(=O)c1ccc(N)cc1	-0.55
CC(C)(C)NC(=O)[C@@H]1C[C@@H]2CCCC[C@@H]2CN1C(=O)c1ccc(C(F)(F)F)cc1	-0.8
Cc1cc(C)nc(N2N=C(CSc3nnnn3-c3ccccc3)CC2=O)n1	-1.5
C=CCn1c(SCC(C)=O)nnc1-c1ccc2ncccc2c1	-1.5
O=C(Oc1ccc2cc(Br)ccc2c1)c1cccnc1	1.1
COc1ccccc1N1C(=O)C2C(c3ccccc3C)OC3(C(=O)c4ccccc4C3=O)C2C1=O (configuration not stated)	0.18
CCSc1sc(C(=O)O)c(-c2cccs2)c1C#N	-0.26
Cc1cc(C)c(S(=O)(=O)N2CCCCC2)cc1N(C)S(=O)(=O)c1ccc(Cl)cc1	-1.6
CCn1c(C(O)c2ccc(N(C)C)cc2)nc2ccccc21 (configuration not stated)	2.5
O=C(CSC1=NCCc2ccccc21)c1ccccc1Cl	-3.1
O=C(c1sc2ccccc2c1Cl)N1CCc2ccccc21	0.15
CC(=O)NC(Cc1ccc(C)c(C)c1)C(=O)O (configuration not stated)	-0.11
Cc1nn2c3c(cnc2c1-c1ccc(Cl)cc1)C(=O)CC(c1ccc(F)cc1)C3 (configuration not stated)	-0.49
Nc1cc(-c2ccccc2)ccc1O	-0.59
CC(C)Oc1ccccc1C1Nc2ccccc2NC2=C1C(=O)CC(c1ccccc1)C2 (configuration not stated)	5.7*
Cc1nn(C)c2[nH]c3c(c(=O)c12)CSC3	-0.11
COc1ccc(CNC2=CC(=O)OC23CCCCC3)cc1	2.1
O=C(Nc1c(C(=O)c2ccccc2)oc2ccccc12)c1ccco1	-0.08
CC(C)(C)c1ccc(NC(=S)Nc2ccccn2)cc1	0.7
CC(=O)Nc1ncc2c(n1)CC(c1ccco1)CC2=O (configuration not stated)	1
COc1ccc(Cl)cc1N1C(=O)CC(NC(C)(C)C)C1=O (configuration not stated)	-1
CCN(CC)CCNc1nc2c([nH]1)c(=O)[nH]c(=O)n2C	1.2
O=C(NC1CCN(S(=O)(=O)c2cc(C(F)(F)F)cc(C(F)(F)F)c2)CC1)C1CCCCC1	-0.21
CSc1sc(C#N)c(C)c1-c1ccn(C(=O)c2ccc(Cl)cc2)n1	-0.35
COC(=O)CCC1CCC(CCC(=O)OC)C1=O (configuration not stated)	-0.51
COC(=O)C1=C(C)NC2=C(C(=O)CCC2)C1c1cn[nH]c1 (configuration not stated)	0.23
N#CCS(=O)(=O)Cc1ccc(Cl)cc1	-0.91
Cn1nc(-c2ccc(/C=C(\C#N)S(=O)(=O)c3ccc(C(F)(F)F)cn3)s2)cc1C(F)(F)F	-0.07
COc1ccc(C2C(C(=O)OC3CCCCC3)=C(C)NC3=C2C(=O)CCC3)cc1OC (configuration not stated)	-0.54
CCC(=O)N1CCN(C(=O)c2ccccc2)CC1	-0.15
COC(=O)c1c(C)nc(C)c(C(=O)OC)c1-c1csc(S(=O)(=O)N2CCOCC2)c1	1.5
S=C(NCCc1ccccn1)NC1CC2CCC1C2 (configuration not stated)	0.36
CCOC(=O)C1=C(C)NC2=C(C(=O)CC(C)(C)C2)C1c1ccc(C)s1 (configuration not stated)	0.81
Cc1onc(-c2ccccc2Cl)c1NC(=O)NNC(=O)c1c(-c2ccccc2)noc1C	0.17
Nc1ccc(-c2nc3ccccc3o2)c(O)c1	0.14
COC(=O)c1c(NC(=O)c2ccc(C)cc2)csc1C	-0.03
O=C(O)CS(=O)(=O)CC(=O)O	-1.1
Cc1cc(C)n2nc(SCC(=O)Nc3ccc(O)cc3)nc2n1	-3
CCN(CC)C(=S)NC(=S)c1ccc(C)cc1	16*
CC(C)Sc1sc(C(=O)O)c(-c2ccc(Cl)cc2)c1C#N	4.1*
Oc1c(C(c2ccc(F)cc2)N2CCCCC2)ccc2cccnc12 (configuration not stated)	3.7*
Cc1[nH]c2ccccc2c1C(=O)CN1CCN(C)CC1	2.1
Cc1nn(-c2ccc(N3CCOCC3)nn2)c(=O)c2ccccc12	-0.81
CN1c2ccsc2C(=O)/C(=C\Nc2ncccn2)S1(=O)=O	-0.34
Clc1ccc(-c2cncn2N2CCCCC2)cc1	-0.18
Cc1cc(Cl)ccc1NNC(=O)CCc1ccccc1	-3.4
COc1cccc([C@@H]2Nc3ccc(C(=O)O)cc3[C@@H]3C=CC[C@@H]32)c1	2.6

Quoted from the listing.
Value of `O=C(Oc1ccc2cc(Br)ccc2c1)c1cccnc1` under Dicer processing: 1.1
Value of `Nc1cc(-c2ccccc2)ccc1O` under Dicer processing: -0.59

Carrying on:
canonical_smiles	Dicer processing
CN(C)/C=N/c1c(C#N)cnn1-c1ccc(F)c(Cl)c1	-0.69
COc1cc(C(=O)c2cc(Cl)ccc2N)ccc1O	3.8*
c1ccc(N2CC3CCc4ccccc4C3=N2)cc1 (configuration not stated)	-2.4
NC(=O)C1CCN(C(=O)C2CC(c3c(F)cccc3Cl)=NO2)CC1 (configuration not stated)	0.62
O=C1C2=C(NC(=S)NC2c2ccc([N+](=O)[O-])cc2)c2ccccc21 (configuration not stated)	-0.62
CCN/C=C(\C#N)S(=O)(=O)c1ccc(Br)cc1	-1.7
O=C(Cc1ccc(Br)cc1)NC1CCSC1=O (configuration not stated)	2.7
CCCCNC(=O)C(=O)NCC1CCCO1 (configuration not stated)	0.04
CC(=O)Nc1c(C(=O)c2ccc(Cl)cc2)sc2nc(C)cc(C)c12	0.9
COC(=O)c1sc2cc(Cl)ccc2c1O	-1.4
CSc1nc2cc(Cl)c(Cl)cc2[nH]1	0.04
Cc1c(N2C(=O)c3ccc(Br)cc3C2=O)c(=O)n(-c2ccccc2)n1C	-0.05
CC(=O)OC1c2cc(C)ccc2NC(c2ccccc2)C1(C)C (configuration not stated)	1.2
CCOC(=O)C1=C(C)NC2=C(C(=O)CCC2)C1c1ccccc1Br (configuration not stated)	0.61
CN(C)c1nc(Oc2ccc(=O)[nH]n2)nc(N2CCCCC2)n1	-2.4
O=C(O)CC1OC(=O)c2cc3c(cc21)C(=O)OC3CC(=O)O (configuration not stated)	0.02
Cc1cc(Cl)ccc1OCCCC(=O)NO	-1.2
Clc1cccc(Cl)c1Cn1nnc(N2CCOCC2)n1	-0.27
Cn1c(Cc2ccccc2)nc2c(c1=O)C1(CCCCC1)Cc1ccccc1-2	-1.6
O=C(NCC(O)c1ccccc1)Nc1ccccc1 (configuration not stated)	-4.2
Clc1ccc(Nc2nc(SCc3ccccc3)nc3nc(N4CCOCC4)ncc23)cc1	0.33
CN(C)/C=C/C(=O)c1cc(F)cc(F)c1O	-0.18
CC(C)c1nc2sc3c(NCC4CCCO4)ncnc3c2c2c1COC(C)(C)C2 (configuration not stated)	0.44
CC1=C(C(=O)OCC(C)C)C(c2cccc(F)c2)C2=C(CC(c3ccccc3)CC2=O)N1 (configuration not stated)	1.1
Cn1cnc2c(nnn2Cc2ccc(Cl)cc2)c1=O	-1.9
CCN(CC)c1ncnc2c1cnn2C	0.66
CCOc1nc2cccc(C(=O)O)c2n1Cc1ccc(-c2ccccc2-c2nn[nH]n2)cc1	-0.42
CSc1nc(C)c(Cc2c(F)cccc2Cl)c(=O)[nH]1	0.3
Cn1c(=O)c2c(nc(Cl)n2Cc2c(F)cccc2Cl)n(C)c1=O	0.38
CC(NC1CCCCC1)c1ccccc1 (configuration not stated)	1.3
O=C1C(=O)N(CCN2CCOCC2)C(c2cccnc2)/C1=C(\O)c1ccc(Br)cc1 (configuration not stated)	0.02
N#CC1=C(OC(=O)c2ccc(Cl)cc2)c2ccc(Cl)cc2N(S(=O)(=O)c2ccc(Cl)cc2)CC1	-0.07
COC(=O)c1ccc(O)c(CSc2ccccn2)c1	0.13
CCN1CN=C(SCc2cccc(C#N)c2)NC1	-1.3
CC1=NN(c2ccccc2)C(=O)C1=C1SCCS1	1.5
Cc1cn([C@H]2C=C[C@@H](CO)O2)c(=O)[nH]c1=O	0.99
Nc1nc(CSc2ncccn2)nc(Nc2ccccc2)n1	-0.05
CCCNC(=O)CSc1nc(-c2cccs2)cc(C(F)(F)F)n1	-0.47
CCOc1ccc2nc(Nc3nc(C)c(CC)c(=O)[nH]3)nc(C)c2c1	0.66
O=C1Nc2c(Cl)ccc(Cl)c2C1=O	1.3
Clc1ccc(OCCn2c(/C=C/c3ccco3)nc3ccccc32)cc1	2.2
Cc1oc(S(=O)(=O)N2CCCC2)cc1-c1nc(-c2ccc(F)cc2)no1	-0.62
CCOC(=O)c1oc2cc(O)ccc2c(=O)c1-c1ccc2c(c1)OCCO2	2.6
CCOC(=O)C1=NOC2C(=O)N(c3ccc(OC)cc3)C(=O)C12 (configuration not stated)	-0.1
CCSc1nnc2c(n1)OC(c1cc(Cl)ccc1OC(C)=O)N(C(C)=O)c1ccccc1-2 (configuration not stated)	-0.06
COC(=O)C1=C(C)NC2=C(C(=O)CC(c3ccc(OC)c(OC)c3)C2)C1c1cc(OC)ccc1OC (configuration not stated)	1.1
O=C(N1CC(Oc2ccc(Cl)cc2)C1)N1CC(Oc2ccc(Cl)cc2)C1	-0.7
